Assay outcomes from PubChem BioAssay.
Growth percent in the NCI-60 one-dose screen (48 h, 10 µM unless noted): 100 = growth as untreated, 0 = no growth, -100 = all killed.
HL-60(TB): HL-60(TB) leukemia cells. 78,000 tested, 9% active; active means growth percent below 10
Starred values were filed as active, the others as inactive; & = joins results of further samples; ! = not active in a repeat; [ ] = dose if it differs, or a comment.

SMILES	HL-60(TB)
O=c1[nH]cnc2c1C(c1ccc(F)cc1)c1sc3c(F)cccc3c1O2 (stereo unspecified)	121.9
CC(=O)c1ccc[n+](Cc2ccccc2)c1	95.4
CC(C)(C)c1ccc(OC2CCO2)cc1 (stereo unspecified)	94.0
CCN(CC)CCNc1cccc2c(SC)ccnc12	66.4
COc1ccc(-c2c3c(N)c4c(nc3nc3c2c(C)nn3-c2ccccc2)CCC4)cc1	76.6
NC1=NC2OC(CO)C(O)C2O1 (stereo unspecified)	110.2&100.9
COc1cc2cc(Oc3ccc(NC(=O)Nc4cc(C(F)(F)F)cc(C(F)(F)F)c4)cc3)c(C)nc2cc1OCCN1CCCCC1	-2.1*
COc1cc(-c2cc3ncccc3c3[nH]c(=O)c4cccnc4c23)cc(OC)c1OC	-7.2*
NS(=O)(=O)c1ccc(Nc2nc(N/N=C/c3ccc(C(F)(F)F)cc3)nc(Nc3ccccc3)n2)cc1	48.9
CN1C(=O)N(C)C2(c3ccccc3)n3c(s/c(=C\c4ccc(Br)cc4)c3=O)=NNC12c1ccccc1 (stereo unspecified)	93.3
N#Cc1c(-c2ccccc2)nc(SCC2CO2)[nH]c1=O (stereo unspecified)	108.1
COc1cc(/C=C\C(=O)O)cc(Cl)c1O	51.0
CCN(CC)CCCc1ccccn1	88.7
Cc1ccc(S(=O)(=O)Nc2ccc(C(=O)/C=C/c3ccccc3F)cc2)cc1	96.0
COCC(O)CN1CCN(Cc2ccc(OC)cc2)CC1 (stereo unspecified)	105.2
CCOC(=O)n1c(-c2c(N)n[nH]c2N)nc2ccccc21	105.6
CC(CC(CCC(=O)O)(c1ccccc1)c1ccccc1)N(C)C (stereo unspecified)	108.8
Cc1c(-c2nnc(-c3ccccc3O)o2)nnn1-c1ccc([N+](=O)[O-])cc1	88.5
CC(=O)CC(=O)C(F)(F)F	102.6
CNC(=O)c1cc(Oc2ccc(CC(=O)Nc3cc(C(C)(C)C)nn3C)cc2)ccn1	77.0
Cc1ccc2c(c1)sc1nc3nc4sc5cc(Cl)c(Cl)cc5n4c(=N)c3c(=N)n12	93.7
O=C1OC(C2COC(c3ccccc3)O2)C(O)=C1O (stereo unspecified)	43.1
Nc1c(Br)cc(O)c2c1C(=O)c1ccccc1C2=O	41.9
COc1ccc(C(=O)/C=C/c2ccc(C)cc2)cc1S(=O)(=O)NNC(=O)c1ccncc1	93.2
CC(CCO)CCC(Br)C(C)(C)Br (stereo unspecified)	99.8
CC(=O)Oc1c2ccccc2c(OC(C)=O)c2ccccc12	86.6
COc1cc(/C=C2\CCc3ccccc3C2=O)cc(OC)c1OC	80.4
C=CCc1c(C)nc(N)[nH]c1=O	92.6
O=[N+]([O-])c1cc(Br)cc2c1[nH]c1ccc(Br)cc12	85.0
CCCCc1c(O)cc(C)[nH]c1=O	97.0
CCOC(=O)c1nnn(CC(=O)Nc2ccccc2)c1C	99.2
COc1ccc(C(=O)N/N=C/c2cc(OC)c(O)c(OC)c2)cc1	98.3
CC(C)c1ccc2c(c1)[C@@H](O)C[C@@H]1C(C)(C)C(=O)[C@@H](O)C[C@@]21C	99.1
COc1nc(N)c(CNc2ccccc2)c(=O)n1C	106.5
N#Cc1c(NC(=O)c2ccc(C(F)(F)F)c(Cl)c2)sc2c1CCC(=O)C2	-14.4*
O=C(CSC(=S)N1CCOCC1)Nc1ccc(Cl)cc1	89.1
COc1cc(-c2nc(SCC(=O)c3ccc(Br)cc3)[nH]c(=O)c2C#N)cc(OC)c1OC	103.3
CC12CCC(=O)N1CCc1[nH]cnc12 (stereo unspecified)	58.6
c1ccc(-c2noc3ncnc(Nc4ccc(N5CCCCC5)cc4)c23)cc1	99.5
NNc1nc(-c2ccccn2)nc2sc3c(c12)CCCCCC3	56.1
CCCCCCCCCCCCCCCCCC1=NC(C)(C)CN1CCO	-62.2*
C[N+](C)(C)N	116.6
Cc1cccc([C@@H]2C[C@H](O)Cc3cc(Br)c4ccccc4c3N2)c1	104.3
CC(C)C[C@@H](N)C(=O)N[S@@](=O)c1scc(F)c1F	88.3
CCCCOc1nc2ccc(Cl)cc2cc1/C=C/c1cc(/C=C/c2cc3cc(Cl)ccc3nc2OCCCC)[nH]n1	107.0
COC(=O)CCCNC(=O)C(=O)c1c(O)c(O)c(C(C)C)c2cc(C)c(-c3c(C)cc4c(C(C)C)c(O)c(O)c(C(=O)C(=O)NCCCC(=O)OC)c4c3O)c(O)c12	11.3
COC(=O)c1noc2cc([N+](=O)[O-])ccc12	85.0
CC1CN(S(=O)(=O)c2oc(-c3ccc(Cl)cc3)nc2C#N)CC(C)O1 (stereo unspecified)	23.4
CC(=O)Nc1ccc(S(=O)(=O)N/N=c2/sc3ccccc3n2C)cc1	108.5
CCSC(NC(=O)c1ccccc1)=C(C#N)C#N	100.0
CCN(CC)C(=O)c1c(C)[nH]c(/C=C/C(=O)c2ccc(C(F)(F)F)c(F)c2)c1C	74.8
CCOC(=O)c1cnn2c(-c3ccccc3)nc(SCC)nc12	84.8
CC(Cc1ccccc1)N(N)C(C)Cc1ccccc1 (stereo unspecified)	119.9
CSc1nc(C)c(Br)c(Sc2nc(N)nc3nc[nH]c23)n1	104.5
CS(=O)(=O)c1ccc(-c2nc3ccccn3c2C=Nc2ccc(Cl)cc2)cc1	59.7
CCOc1ccccc1-c1cc(-c2ccc(C)s2)c(C#N)c(=O)[nH]1	72.1
Cc1cc2nc(CS)[nH]c2cc1C	80.1
COc1ccccc1C1SCC(=O)N1NC(=O)c1ccc(C)nc1 (stereo unspecified)	132.0
Nc1nc2ccc([N+](=O)[O-])cc2s1	91.6
COc1cc(C(=O)c2ccc3c(c2)OCO3)cc(OC)c1OC	1.0*!
(further entries)
SMILES	HL-60(TB)
C=C(C)[C@@H]1CC[C@]2(C(=O)OC)CC[C@]3(C)[C@H](CC[C@@H]4[C@@](C)(CC/C(N)=N/O)[C@H](C(=C)C)CC[C@]43C)[C@@H]12	92.2
CN(C)CCCC(=O)Nc1ccc(Cn2nnc3c2C(=O)c2nnn(Cc4ccc(NC(=O)CCCN(C)C)cc4)c2C3=O)cc1	8.8*
O=C(Nc1cccc(Cl)c1)c1ccccc1	76.0
CN(/N=C/c1ccccc1O)C(=O)c1ccccc1N	103.4
CCCCCCCC/C=C/CCCCCCCC1=NC(C)(C)CN1C(C)C	-65.6*
CC1CCCCN1 (stereo unspecified)	112.6&117.9
O=c1[nH]cnc2ccc([N+](=O)[O-])cc12	113.6
N#Cc1ccc2c(c1)C(=O)c1c-2n(CCCN)c(=O)c2cc([N+](=O)[O-])ccc12	-91.8*
COc1ccc2nc3cc(Cl)ccc3c(NCCCNCCC(C)O)c2c1 (stereo unspecified)	-38.1*
CCc1ccc(NC(=O)N[C@@H](Cc2cc(F)cc(F)c2)C(=O)N[C@@H]2C(=O)N3CCC[C@H]3C(=O)N3CCO[C@H](C)[C@H]3C(=O)N[C@@H](CO)C(=O)N3C[C@H](C)C[C@H]3C(=O)O[C@H]2C)c(F)c1	15.4
CCN(CC)C(=S)SC(SC(=S)N(CC)CC)C(=O)c1nnn(-c2ccc([N+](=O)[O-])cc2)c1C	82.4
COc1ccc(N2CSC(=S)N(c3ccc(OC)cc3)C2)cc1	65.6
Cc1ccccc1NC(N)=O	93.3
O=C1Nc2ccccc2/C1=N\c1nnc(-c2ccccc2)o1	99.6
COC1=C(Nc2cccc(C)c2C)C(=O)C(OC)=C(Nc2cccc(C)c2C)C1=O	96.5
O=C1c2cccc3c(N4CCN(c5ccccc5)CC4)ccc(c23)C(=O)N1c1cccc(-c2nn(-c3ccccc3)cc2-c2nc3ccccc3s2)c1	98.5
CCc1ccccc1-c1nc(CN[C@@H]2C[C@@H]3C[C@H]([C@H]2C)C3(C)C)c(C)o1	-35.9*
O=C(c1c[nH]c2ccccc12)c1n[nH]c(=S)n1-c1cccc(Cl)c1	97.2
Cc1c(-c2ccccc2)nnn1-c1ccc(F)c(Cl)c1	93.0
CCCCCC(C)NC (stereo unspecified)	102.0
COc1ccc2nc3cc(Cl)ccc3c(Nc3ccc(N(C)C)cc3)c2c1	90.0
COc1ccc(-c2[nH]c(=S)[nH]c(=O)c2C#N)cc1	94.8&99.8
CC[N+](C)(C)CCC(C(N)=O)(c1ccccc1)c1ccccc1	115.0
CN(C1c2ccccc2Oc2ccccc21)S(=O)(=O)c1ccc(Cl)c(Cl)c1	68.5

Three entries from above, in CSV form:
mol,HL-60(TB)
N#Cc1c(NC(=O)c2ccc(C(F)(F)F)c(Cl)c2)sc2c1CCC(=O)C2,-14.4*
Cc1c(-c2nnc(-c3ccccc3O)o2)nnn1-c1ccc([N+](=O)[O-])cc1,88.5
COC(=O)CCCNC(=O)C(=O)c1c(O)c(O)c(C(C)C)c2cc(C)c(-c3c(C)cc4c(C(C)C)c(O)c(O)c(C(=O)C(=O)NCCCC(=O)OC)c4c3O)c(O)c12,11.3

More entries:
SMILES	HL-60(TB)
CN(C)CCCOc1c2ccc(Cl)cc2nc2c1oc1ccccc12	-19.3*
COc1ccc(/C=C2/C(=O)/C(=C/c3ccc(OC)cc3OC)C3CCC2N3C)c(OC)c1	46.4
CCOC(=O)c1[nH]n(-c2ccccc2)c(=O)c1C=NC(C)=S	101.6
O=C1CCC(N2C(=O)c3cccc(NCCOCCOCCOCCC(=O)NCCCC(=O)NC(c4ccc5c(c4)OCO5)c4cc(Cl)c5cccnc5c4O)c3C2=O)C(=O)C1 (stereo unspecified)	-14.1*
COc1cc(OC)c(S(N)(=O)=O)cc1C1=NN(C=O)C(c2ccc(Cl)cc2)C1 (stereo unspecified)	102.6
COc1ccc2c(c1)C(=O)c1c-2c(OCCN(C)C)nc2ccccc12	25.4
CC1=C/C(O)CC(=O)Cc2nc(co2)C(=O)N2CCC=C2C(=O)OC(C(C)C)C(C)/C=C\C(=O)NC/C=C\1 (stereo unspecified)	56.4
Cc1ccc(NC2CNC(=O)NC2=O)cc1C (stereo unspecified)	80.4
CCc1ccc(-c2cc(-c3ccccc3)n(-c3ccc(S(N)(=O)=O)cc3)n2)cc1	86.8
N#Cc1cccnc1	87.2
Cc1ccc(NC(=O)c2ccc(CN3CCC(C)CC3)c(C(F)(F)F)c2)cc1Oc1ccc(-c2[nH]nc3ncnc(N)c23)cc1	125.6
CCOC(=O)CC1CSC(N/N=C/c2ccc(Cl)cc2)=N1 (stereo unspecified)	100.4
CN1C(CC(=O)c2ccccc2)CCCC1CC(O)c1ccccc1 (stereo unspecified)	104.6
C[C@@]12CC[C@@H](O)C[C@@H]1CC[C@H]1[C@H]2CC[C@@]2(C)[C@H](c3ccc(=O)oc3)CC[C@@]12O	-30.6*
CCSc1nnc(NC(=O)c2nnn(-c3ccccc3)c2-c2ccco2)s1	94.9
O=C(NN1C(=O)CSC1c1cccc(Br)c1)c1ccc(NC(=O)c2ccccn2)cc1 (stereo unspecified)	99.2
COc1ccc(O)c(C(=O)CC(=O)c2cccnc2)c1	113.8
COc1ccc(/C=c2\c(=O)n(-c3ccccc3)c3nnc(-n4ncc(C#N)c4N)n23)cc1	107.2
CC(C)(C)c1ccc([N+](=O)[O-])cc1	95.2
CCOC(=O)CC[C@H](NC(=O)c1ccc(NC(=O)Cn2c(C)nc3c(c(SC)nn3-c3ccc(Br)cc3)c2=O)cc1)C(=O)OCC	117.1
O=C(Nc1ncnc2nc[nH]c12)NC1CCCCC1	130.1
S=C(Cc1ccccc1)N1CCN(c2ccccc2Cl)CC1	92.1
CCOC(=O)NC(C)C	68.0
Cc1csc(NC(=O)c2ccc(N(C)C)cc2)n1	78.9

Among those listed so far, these contain bromine.
SMILES	HL-60(TB)
CN1C(=O)N(C)C2(c3ccccc3)n3c(s/c(=C\c4ccc(Br)cc4)c3=O)=NNC12c1ccccc1 (stereo unspecified)	93.3
Nc1c(Br)cc(O)c2c1C(=O)c1ccccc1C2=O	41.9
CC(CCO)CCC(Br)C(C)(C)Br (stereo unspecified)	99.8
O=[N+]([O-])c1cc(Br)cc2c1[nH]c1ccc(Br)cc12	85.0
COc1cc(-c2nc(SCC(=O)c3ccc(Br)cc3)[nH]c(=O)c2C#N)cc(OC)c1OC	103.3
Cc1cccc([C@@H]2C[C@H](O)Cc3cc(Br)c4ccccc4c3N2)c1	104.3
CSc1nc(C)c(Br)c(Sc2nc(N)nc3nc[nH]c23)n1	104.5
O=C(NN1C(=O)CSC1c1cccc(Br)c1)c1ccc(NC(=O)c2ccccn2)cc1 (stereo unspecified)	99.2
CCOC(=O)CC[C@H](NC(=O)c1ccc(NC(=O)Cn2c(C)nc3c(c(SC)nn3-c3ccc(Br)cc3)c2=O)cc1)C(=O)OCC	117.1

(more compounds)
SMILES	HL-60(TB)
Cc1ccc(C(=O)N/C(=C2/OCCN2C)[P+](c2ccccc2)(c2ccccc2)c2ccccc2)cc1	38.8
CC(C)[C@H](N)C(=O)OCCOCn1cnc2c(=O)[nH]c(N)nc21	112.3
O=Cc1c[nH]c2ncccc12	111.3
O=C(Nc1ccc(Cl)c(C(F)(F)F)c1)Nc1ccc2oc(=O)ccc2c1	26.0
c1ccc(CNc2ccc3c(OCc4ccccc4)nc(N4CCOCC4)nc3c2)cc1	84.2
Nc1[nH]nc2ncccc12	97.2
COc1ccc(OC)c(-c2c(C#N)c(=O)[nH]c3c2c(N)nn3-c2ccccc2)c1	102.7
CCNc1nc(Cl)nc(NCC)n1	98.4
CCCCC(O)(CC)CC	104.7
c1ccc(Nc2ncc3c(n2)-c2cccn2CC3)cc1	106.7
Fc1cccc(-c2nnc3c4[nH]ccc4ncn23)c1	119.2
C=C(c1ccc(OC)c(N)c1)c1cc(C)nc2ccccc12	-22.8*
CC1(C)C(=O)/C(=C\c2cccnc2)C[C@]2(C)[C@H]3CC[C@@H]4[C@@H](C(=O)/C=C/c5ccncc5)CC[C@@]4(C)[C@]3(C)CC[C@@H]12	-11.0*
CC(=O)Nc1ccc2c(c1)[nH]c(=O)c1ccccc12	80.3
C#Cc1cccc(Oc2ccc(NS(=O)(=O)F)cc2)c1	35.9[8.25 µM]
Cc1cc(C2(c3cc(C)c(OCC(O)CNc4c(C)n(C)n(-c5ccccc5)c4=O)cc3C(C)C)OC(=O)c3ccccc32)c(C(C)C)cc1OCC(O)CNc1c(C)n(C)n(-c2ccccc2)c1=O (stereo unspecified)	0.4*
O=C(CSc1nnc2n1S(=O)(=O)c1ccccc1N2c1ccccc1)Nc1nc2ccc(F)cc2s1	105.6
CC(=O)OC1CCC2C3CC4C(F)(F)C45C=CCCC5(C)C3CCC12C (stereo unspecified)	117.4

An excerpt. The share of hits here may be higher or lower than overall.
